EWS-Fli block = inhibitors of EWS/Fli oncoprotein transcriptional activity; inhibition, % at 12.6 µM; AID 651661; 350,000 compounds, 0.67% hits; A673 NR0B1-luciferase reporter, viability-normalised;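 active means mean inhibition of at least 50% after viability correction, with every replicate also passing that limit; inconclusive means mean reaches 50% but only one of two replicates passes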;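 further: firefly luciferase signal divided by Alamar Blue viability fluorescence both relative to DMSO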
PAX8 reporter = inhibitors of PAX8 transcriptional activity in RMG-I cells | 360,000 compounds, 1.2% hits | AID 652154 | inhibition, % at 12.6 µM | RMG-I TPO-luciferase reporter, SteadyGlo, 24 h;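 active means mean replicate inhibition at least 60% with every replicate also reaching 60%; inconclusive means only one of the two criteria is met; inactive means mean below 60% and not all replicates reaching 60%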;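 further: luciferase light reporting Pax8 driven TPO promoter activity; plate controls were median of neutral control wells for no effect and mitoxantrone controls for full effect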
Xi reactivation = reactivates the inactive X chromosome in mouse fibroblasts; XiGFP mouse fibroblasts, % GFP-positive cells imaging, 3 d; cells co-treated with 5-aza-dC sensitizer; scaled so ellipticine positive control = 100%; activation, % at 7.58 µM; 360,000 compounds, 0.055% hits; AID 743238;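 active means mean normalized replicate activation at least 10% and every replicate at or above 10%; inconclusive means only one of the two criteria met; inactive means mean below 10% and not all replicates reach 10%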;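 further: 0% = median of on-plate neutral control wells and 100% = ellipticine 6 µM median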
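System: 68-5-11 XiGFP fibroblast line | Buffer or medium: DMEM containing 5-aza-dC | Compound: Single point | Times: Compounds 3 days, fix/stain 15 min at room temperature | Benchmarks: Positive control ellipticine, 6 µM final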
ERp5 block = ERp5 (human) disulfide isomerase inhibition; AID 651711; 350,000 compounds, 0.05% hits; inhibition, % at 9.99 µM; ERp5 insulin aggregation, absorbance 650 nm, 90 min; Q15084;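 active means mean replicate inhibition above about 25%, with every replicate also reaching it, limit read from the data, passing the limit was not always enough; inconclusive means only one of those two criteria met; inactive means neither criterion met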
Target sequence (Q15084 whole entry, looked up): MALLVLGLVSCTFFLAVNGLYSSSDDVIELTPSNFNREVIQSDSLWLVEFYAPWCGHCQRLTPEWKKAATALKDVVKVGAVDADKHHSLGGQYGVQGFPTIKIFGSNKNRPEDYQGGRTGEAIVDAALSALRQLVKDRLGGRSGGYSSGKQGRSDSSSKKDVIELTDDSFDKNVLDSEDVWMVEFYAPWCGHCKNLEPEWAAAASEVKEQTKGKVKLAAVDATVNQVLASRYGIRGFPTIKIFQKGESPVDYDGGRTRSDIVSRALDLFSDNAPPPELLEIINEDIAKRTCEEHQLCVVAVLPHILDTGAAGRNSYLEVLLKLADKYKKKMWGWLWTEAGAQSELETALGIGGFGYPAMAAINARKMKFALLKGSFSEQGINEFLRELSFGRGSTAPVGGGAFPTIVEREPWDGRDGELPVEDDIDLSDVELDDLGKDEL
INS-1E GSIS act = GLuc luminescence reporter in INS-1E cells, primary screen for activators of glucose-dependent secretion of insulin. INS-1E GLuc reporter insulin secretion, 2-3 h. activation, % at 16.6 µM. 370,000 compounds, 0.61% hits;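 active means lowest replicate activation of at least 40%, so every replicate reaches that level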;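 further: 0% = median of neutral control wells and 100% = median of IBMX positive control wells; some compounds called inactive have numbers as strong as hits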
DENV2 CPE = protects cells from dengue virus 2 cytopathic effect. CPE inhibition, % at 9.99 µM. AID 651640. DENV2-infected cells, cytopathic effect rescue, plate reader. 350,000 compounds, 1.7% hits; in the data active means CPE inhibition above about 20%, passing the limit was not always enough; inconclusive means no clear call, values can overlap the other calls; tested in BHK-21 cells;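 further: 0% = median of neutral control wells and 100% = median of positive control wells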
F508del corr = CFTR F508del correction in bronchial cells; 350,000 compounds, 0.36% hits; activity (quench increase), % at 7.58 µM; AID 720511; CFBE cells, YFP halide quenching; stimulated with forskolin plus potentiator P3; % fluorescence drop versus neutral controls;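 active means mean added fluorescence quench of at least 8% versus neutral control, with both replicates also reaching 8%; inconclusive means only one of the mean or replicate conditions met; inactive means mean below 8% and not both replicates reaching 8%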;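 further: cells transiently co-express mutant CFTR-F508del with the halide-sensitive YFP; corrector assay measuring rescue of mutant channel to the surface after 24 h compound exposure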
ARNT-TACC3 inh = disrupts binding between human ARNT and TACC3; Q9Y6A5; AlphaScreen His-ARNT PAS-B/GST-TACC3 binding, luminescence; TACC3 fragment carries E629A point mutation; inhibition, % at 9.99 µM; 390,000 compounds, 0.66% hits;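 active means mean inhibition of replicates at least 50% and at least half of replicates each reaching 50%; inconclusive means half or more replicates reach 50% but mean below 50%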;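 further: 0% = complete ARNT plus TACC3 wells and 100% = ARNT alone without TACC3; many hits fall short of the cut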
* hit, by the source's call; ? = inconclusive; · = not tested or not shown.

entry	SMILES	EWS-Fli block	PAX8 reporter	Xi reactivation	ERp5 block	INS-1E GSIS act	DENV2 CPE	F508del corr	ARNT-TACC3 inh
1	CC(=O)Nc1c2c(nn1-c1cccc(C)c1)CSC2	·	13	0.4	-4	-10	3	-0.6	2
2	CCOC(=O)Cn1c(=O)c2c(nc3n2CCCN3Cc2ccccc2)n(C)c1=O	13	5	0.1	5	-11	2	0.9	0
3	CC[C@@]1(c2ccccc2)C(=O)N(C(=O)OC)N1C(=O)OC	4	20	0.0	-5	5	-12	-4.3	·
4	C[C@@H]1CN([C@@H](C)CO)C(=O)c2cc(N(C)C)ccc2O[C@@H](C)CCCCO[C@@H]1CN(C)C(=O)NC1CCCCC1	0	7	-0.2	2	-7	16	0.1	-11
5	C#CCOCCOCCOCCNc1nc(N2CCN(C(=O)[C@H](C)n3cc(CCC(=O)O)nn3)CC2)nc(N2CCN(C(=O)[C@H](Cc3ccc(O)cc3)n3cc(CCO)nn3)CC2)n1	13	-3	0.0	5	2	?	4.1	-9
6	Cc1cccc(C)c1NC(=O)CNC(=O)C(NC(=O)c1ccc(C(C)(C)C)cc1)C(C)C (configuration not stated)	1	-2	0.2	10	15	3	·	-12
7	O=C(c1ccc([N+](=O)[O-])cc1)N1C=CC(C(F)(F)F)=NCC1	-9	-4	0.0	-1	6	·	-0.3	7
8	Cc1ccc(S(=O)(=O)N[C@H]2CC[C@H](CC(=O)NCc3ccccc3F)O[C@H]2CO)cc1	-1	-15	-0.5	-2	12	3	-0.6	-3
9	CCCCn1c(N)c(N(CC)C(=O)c2ccc(C#N)cc2)c(=O)[nH]c1=O	2	10	0.0	-1	-6	3	-2.7	-6
10	CCC1=C(c2ccc(OC)cc2)CCC(C(=O)O)C1C (configuration not stated)	9	-9	0.2	-2	·	4	-0.7	-12
11	NNC(=O)C1C(O)CCC2CN3CCc4c([nH]c5ccccc45)C3CC21 (configuration not stated)	-5	-20	-0.1	-8	41*	6	4.9	-3
12	O=C(NCc1cc(F)ccc1F)C1CCC(=O)N(C2CCCCCC2)C1 (configuration not stated)	·	-171	0.1	0	2	-7	-1.3	2
13	Cc1ccc(S(=O)(=O)Nc2ccc3c(c2)C(=O)N([C@@H](C)CO)C[C@@H](C)[C@H](CN(C)Cc2ccccc2)OCCCC[C@@H](C)O3)cc1	2	-15	-0.1	·	-8	2	1.3	5
14	CC(C)C1C(=O)N(Cc2cn(CC3CCCCC3)nn2)CCS(=O)(=O)N1Cc1ccc(-c2ccc(Cl)nc2)cc1 (configuration not stated)	9	-18	1.0	3	·	-8	3.5	·
15	O=C(Nc1ccc(CN2CCS(=O)(=O)CC2)cc1)c1ccc(F)cc1	-6	15	0.2	0	9	14	-1.2	6
16	CCOC(=O)c1c(/N=C/c2ccc(OC)cc2O)sc2c1CCN(C)C2	-21	-6	-0.1	5	-9	8	-1.1	2
17	CSc1ccc(CN2CCC(n3nccc3NC(=O)C3CCOC3)CC2)cc1 (configuration not stated)	0	9	0.1	3	-7	2	2.7	-3
18	C[C@@H]1CCCCO[C@@H](CN(C)Cc2ccncc2)[C@H](C)CN([C@@H](C)CO)C(=O)c2cc(NS(=O)(=O)c3ccccc3)ccc2O1	2	4	0.1	-4	5	0	-0.9	-25
19	COc1cccc(-c2ccc([C@H]3[C@@H](CO)N4CCCCN(C(=O)NC(C)C)C[C@H]34)cc2)c1	·	18	0.0	5	3	20	-7.7	18
20	CN1OC[C@@H]2CN(C(=O)c3ccc(C#N)cc3)[C@H](c3cccc(Br)c3)C[C@@H]21	-7	-29	0.3	-1	11	-5	-0.6	·

Of the compounds above, these have a COOH group.
entry	SMILES	EWS-Fli block	PAX8 reporter	Xi reactivation	ERp5 block	INS-1E GSIS act	DENV2 CPE	F508del corr	ARNT-TACC3 inh
5	C#CCOCCOCCOCCNc1nc(N2CCN(C(=O)[C@H](C)n3cc(CCC(=O)O)nn3)CC2)nc(N2CCN(C(=O)[C@H](Cc3ccc(O)cc3)n3cc(CCO)nn3)CC2)n1	13	-3	0.0	5	2	?	4.1	-9
10	CCC1=C(c2ccc(OC)cc2)CCC(C(=O)O)C1C (configuration not stated)	9	-9	0.2	-2	·	4	-0.7	-12

Carrying on.
entry	SMILES	EWS-Fli block	PAX8 reporter	Xi reactivation	ERp5 block	INS-1E GSIS act	DENV2 CPE	F508del corr	ARNT-TACC3 inh
21	CC(C)OP(=O)(OC(C)C)C(Nc1ccccc1)c1cccnc1 (configuration not stated)	7	6	0.0	3	16	3	-0.7	-8
22	CSc1nnc(Cn2c(=O)sc3ccccc32)n1CCc1ccccc1	-3	0	0.2	2	-22	-4	-1.1	·
23	CN1CCN(NC(=O)c2ccc(S(=O)(=O)N3CC4(C)CC3CC(C)(C)C4)cc2)CC1 (configuration not stated)	4	22	0.0	-3	-4	8	2.1	-3
24	COc1ccc(S(N)(=O)=O)cc1C(=O)OCC1CCCCC1	-16	-5	0.4	-2	8	-2	1.7	1
25	COc1cc(NC(=O)c2cc3cccc(OC)c3o2)cc(C(=O)Nc2cccc(C(F)(F)F)c2)c1	29	92*	0.3	3	-2	-6	-0.2	-4
26	C[C@@H]1CN([C@@H](C)CO)C(=O)c2cc(-c3ccncc3)cnc2O[C@H]1CN(C)Cc1ccc(F)cc1	2	·	0.5	-4	4	2	0.9	4
27	Nc1ccc(C(=O)OCCCc2nc3cc4ccccc4cc3[nH]2)cc1	-56	7	0.0	-1	1	-1	-0.3	3
28	CC(C)[C@H](NC(=O)OCc1ccccc1)C(=O)OCC(=O)NCCc1ccccc1	-1	7	0.4	-2	-33	-4	-0.8	-7
29	CC1=C(C(=O)N2CCOCC2)CC(CC(=O)NCCc2ccccn2)C(=O)N1Cc1ccc(F)cc1 (configuration not stated)	-3	8	0.1	7	1	-9	-0.4	·
30	Cc1cccc(NC(=O)C2CCCN2C(=O)OCC(C)C)c1C (configuration not stated)	·	-1	·	2	7	·	·	-2
31	COc1ccc(NS(=O)(=O)c2ccc(F)c(Cl)c2)cn1	9	3	0.1	-2	0	1	-0.4	2
32	O=C(OCC(=O)N1CCCC1)c1ccc(Cl)c([N+](=O)[O-])c1	0	-2	0.0	3	0	-5	-2.0	-1
33	Cc1ccnc(NC(=O)C2CCN(S(=O)(=O)c3ccc(Cl)c(C(F)(F)F)c3)CC2)c1	-16	-9	-0.2	1	-26	0	-2.3	-3
34	O=C(CCC1CCCC1)N=C1SC2CS(=O)(=O)CC2N1Cc1ccccc1 (configuration not stated)	-1	3	0.0	3	53	9	0.1	-1
35	N#CC1(NC(=O)COC(=O)C2CCN(S(=O)(=O)c3ccc4c(c3)OCCO4)CC2)CCCCC1	0	3	0.0	6	-2	13	2.7	5
36	COCCCNC(=O)CC(C)c1ccccc1 (configuration not stated)	·	-8	-0.1	·	17	·	·	-4
37	C[C@H](CO)N1C[C@H](C)[C@H](CN(C)C(=O)Nc2cccc3ccccc23)Oc2ncc(C#Cc3ccc(C(F)(F)F)cc3)cc2C1=O	5	·	0.1	1	12	-2	-1.0	-6
38	O=C(CSCCO)Nc1cc(C(F)(F)F)ccc1Cl	4	·	·	-4	8	3	0.7	-4
39	CN1CCN(C(=O)C[C@@H]2CC[C@@H]3[C@H](COC[C@H](O)CN3CC3CC3)O2)CC1	-6	-18	0.1	1	3	0	-0.7	-11
40	COc1ccc2c3c(n(C)c2c1)[C@H](CO)NCC31CN(C(=O)Nc2ccc(F)cc2F)C1	0	·	0.2	-1	9	20	0.4	·

Ordered by heavy-atom count (low to high): some entries from above
entry	SMILES	EWS-Fli block	PAX8 reporter	Xi reactivation	ERp5 block	INS-1E GSIS act	DENV2 CPE	F508del corr	ARNT-TACC3 inh
36	COCCCNC(=O)CC(C)c1ccccc1 (configuration not stated)	·	-8	-0.1	·	17	·	·	-4
24	COc1ccc(S(N)(=O)=O)cc1C(=O)OCC1CCCCC1	-16	-5	0.4	-2	8	-2	1.7	1
29	CC1=C(C(=O)N2CCOCC2)CC(CC(=O)NCCc2ccccn2)C(=O)N1Cc1ccc(F)cc1 (configuration not stated)	-3	8	0.1	7	1	-9	-0.4	·

More structures follow.
entry	SMILES	EWS-Fli block	PAX8 reporter	Xi reactivation	ERp5 block	INS-1E GSIS act	DENV2 CPE	F508del corr	ARNT-TACC3 inh
41	O=C(N/C(=C/c1ccccc1Cl)C(=O)N1CCOCC1)c1ccccc1	-1	-7	0.1	1	·	-7	-3.7	-9
42	COc1ccc(N(C(C)C(=O)NCCSCc2cccc(Cl)c2)S(C)(=O)=O)cc1 (configuration not stated)	14	21	0.1	-4	-32	-2	2.6	-11
43	CCOC(=O)C1(C)CCN1C(=O)c1cc(OC)c(OC)c(OC)c1 (configuration not stated)	4	-13	-0.1	-8	17	4	-0.1	·
44	O=C(c1ccncc1)N1CC(=O)N2[C@H](CO)[C@H](c3ccc(/C=C/c4ccccc4)cc3)[C@@H]2C1	-10	12	0.1	3	5	-1	1.7	·
45	C[C@H]1CN([C@@H](C)CO)C(=O)c2cccc(NS(C)(=O)=O)c2O[C@@H]1CN(C)Cc1ccc(-c2ccccc2)cc1	-2	21	0.3	3	3	-7	1.2	·
46	O=C(NNC(=O)c1cccc(-n2cnnn2)c1)c1ccccc1	-13	-10	0.3	7	8	1	-0.9	1
47	CCCC(=O)N1CC2(CN(C(=O)NC(C)C)C2)c2c([nH]c3cc(OC)ccc23)[C@H]1CO	4	·	0.0	0	10	8	0.8	·
48	O=C(Cc1nc2ccccc2[nH]c1=O)c1ccc(Cl)cc1	-64	-65	11	0	11	6	1.5	2
49	COCC(=O)N1C[C@H](C)[C@@H](OC)CN(C)C(=O)c2ccc(NS(C)(=O)=O)cc2OC[C@@H]1C	-10	-18	0.6	-4	8	4	-1.0	3
50	CNC[C@@H]1Oc2cc(C#CC3CCCCC3)ccc2S(=O)(=O)N([C@@H](C)CO)C[C@H]1C	12	46	-0.7	-1	20	-1	-0.2	26
51	CCCN1C[C@H](C)[C@H](OC)CN(C)C(=O)c2cc(NC(=O)CC)ccc2OC[C@@H]1C	9	·	0.0	·	-3	·	-1.2	·
52	CCCCNS(=O)(=O)c1ccc(S(=O)(=O)N2CCC3(CC2)OCCO3)cc1	·	5	0.2	·	-6	·	·	-10

Assay outcomes: PubChem, Broad Institute

Outcome played no part in choosing rows. Share with any hit: about 4.2%.
